UDG counterscr: blocks uracil-DNA glycosylase in AID counter-screen; FRET deamination/UDG coupled assay, UDG read, 4 h; Potency, µM (top dose mostly 115 µM), for the others: at the top dose activity change, negative = inhibition, most hits filed as inhibitors; 91,000 tested, 0.14% active; AID 1347430; also: nearly all actives have a fitted effect of over 65% in size
AID inh: inhibitors of human activation induced cytidine deaminase | Q9GZX7 | AID deamination FRET fluorescence, UDG-coupled, 4 h | Potency, µM (doses to about 115 µM), for inactives: at the top dose activity change, negative = inhibition, most hits filed as inhibitors | 91,000 tested, 0.32% active | AID 1347428; also: nearly all actives have a fitted effect of over 25% in size
Target sequence (Q9GZX7 whole entry, looked up): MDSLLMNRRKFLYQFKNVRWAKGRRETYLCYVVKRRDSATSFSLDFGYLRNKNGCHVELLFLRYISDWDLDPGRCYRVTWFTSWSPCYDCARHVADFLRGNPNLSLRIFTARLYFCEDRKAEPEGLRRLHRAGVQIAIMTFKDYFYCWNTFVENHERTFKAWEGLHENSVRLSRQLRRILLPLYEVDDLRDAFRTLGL
* hit, by the source's call; i = inactive; ? = inconclusive; [ ] = dose if it differs, or a comment. Calls follow the shape of the dose curve; as a rule, active = well fitted curve in the direction sought with a large enough effect; inconclusive = small, poorly fitted or top-dose-only effect, or another doubt; inactive = no such curve, though single readings can be large; an effect the other way counts as inactive or inconclusive. % is scaled to controls: 0 for no effect and ±100 for the full control effect; potency is read from the fitted curve at half-maximal effect. The list is partial; rates above refer to the full screens.

SMILES	UDG counterscr	AID inh
N#Cc1ccccc1Cn1c(=O)n(-c2cccc(C(F)(F)F)c2)c(=O)c2sccc21	-1%	6%
O=C(OCc1ccccc1)c1cc2ccccc2[nH]1	5%	-6%
Cc1noc(C)c1COc1cccc(C(=O)N[C@@H](Cc2ccccc2)c2nc3ccccc3[nH]2)c1	6%	0%
CCN(CCC(=O)OC)C(=O)CCCOc1cccc(C(C)=O)c1	10%	0%
O=C(C1CCN(c2ncnc3c2nc2n3CCCCC2)CC1)N1CCN(c2ccccc2)CC1	0%	9%
CCC1CCC/C1=N\NC(=O)CCC(=O)Nc1ccccc1Cl (stereo not drawn)	8%	6%
COc1cccc(OC)c1C(=O)Nc1nc2c(s1)CCc1ccccc1-2	-13%	2%
Cc1cc(C(=O)N2CCN(c3cc(Cl)ccc3C)CC2)c2c(C)nn(-c3ccccc3)c2n1	-6%	-18%
O=C(Cn1nc(N2CCN(c3ccccc3)CC2)ccc1=O)NC1CCCC1	-9%	-11%
Cc1oc2ncnc(N3CCCCC3)c2c1C(=O)N1CCN(c2ccc(Cl)cc2)CC1	-17%	2%
Cc1c(Cl)cccc1-c1ccc(C(=O)Nc2ccc(F)cc2)o1	?	?
Cc1ccc(Cl)cc1NC(=O)CCNS(=O)(=O)/C=C/c1ccccc1	4%	-1%
O=C(NNC(=O)C1CC=CCC1)c1ccc(F)cc1 (stereo not drawn)	6%	8%
c1ccc(CSc2nnc(C3CCNCC3)o2)cc1	0%	-10%
COC(=O)c1c(C)sc(-c2c(-c3ccc4c(c3)OCCO4)[nH]c3c2c(=O)[nH]c(=O)n3C)c1O	12%	25%
COc1ccccc1NC(=O)CSc1oc(-c2ccco2)nc1S(=O)(=O)c1ccc(Br)cc1	-9%	19%
COCCCNC(=O)C1CCN(C(=O)c2cc3sccc3n2Cc2ccc(Cl)cc2)CC1	-7%	-21%
Cc1ccc(OCc2ccc(-c3nc(C#N)c(N4CCC(C(N)=O)CC4)o3)o2)cc1C	?	-29%
COc1ccc2cnn(CC(=O)Nc3cccc4ccccc34)c(=O)c2c1OC	2%	2%
CCOC(=O)C(NC(=O)COc1cc(C)cc(C)c1)C(=O)OCC	-10%	-5%
O=S(=O)(c1ccc(F)cc1)N1CCN(Cc2cccc3cccnc23)CC1	-3%	-1%
CCC1CN(C(=O)N2CCC(C(=O)NCc3ccco3)CC2)c2cc(C)ccc2O1 (stereo not drawn)	8%[57.5 µM]	6%
Cc1ccccc1NC(=O)CC1(C(=O)O)CCCCC1	3%	-1%
Cc1cc(C)cc(OC(=O)c2cnc(C)cn2)c1	-1%	-1%
COc1cccc(NC(=O)NOCc2ccccc2)c1	2%	-4%
SMILES	UDG counterscr	AID inh
COc1ccc(Cl)cc1NC(=O)NCc1noc2ccccc12	5%	7%
Cc1nc2sccn2c(=O)c1S(=O)(=O)Nc1ccc(N2CCN(C)CC2)cc1	-9%	17%
CCOC(=O)c1c(C)[nH]c(CCC(=O)NCCCN2CCN(c3cccc(Cl)c3)CC2)c1C	-6%[57.5 µM]	-22%
COc1ccc(-c2noc(N(c3nc(-c4ccc(OC)c(OC)c4)no3)c3ccccc3OC)n2)cc1OC	-10%	-6%
O=C(O)CNS(=O)(=O)c1ccc(Cl)c(C(F)(F)F)c1	2%	4%
Cc1ccc2nc3c(cc(C(=O)NC4CCCC4)c(=N)n3C(C)C)c(=O)n2c1	-7%	24%
COc1ccc(Br)cc1CNC(=O)c1cnc2sc(N3CCC(C)CC3)nn2c1=O	9%	?
CCCNc1c(NC(=O)Nc2ccccc2C(F)(F)F)c(=O)oc2ccccc12	1%	0%
CCc1ccccc1NC(=O)[C@H](Cc1ccccc1)N1Cc2ccccc2C1=O	-9%	?
NS(=O)(=O)c1ccc(NC(=O)C(=O)Nc2ccc3nc4n(c(=O)c3c2)CCCCC4)cc1	-25%[57.5 µM]	-24%
CCCNC(=O)c1cc(-c2ccncc2)nc2ccccc12	3%	-1%
CN(Cc1ccccc1)C(=O)c1ccc(-c2ccsc2)cc1	7%	4%
Cc1ccc(-c2nc3c4cnn(-c5cc(Cl)ccc5Cl)c4ncn3n2)cc1	-2%	27%
COCCNC(=O)C(=O)Nc1c2c(nn1-c1ccccc1)CS(=O)(=O)C2	0%	-19%
COc1ccc(CC(=O)Nc2sc3c(c2C(=O)Nc2ccccc2)CCCCC3)cc1	-4%	-4%
Cc1nn(C)c(C)c1CN(C)C(=O)Cn1nc(C(F)(F)F)c(Cl)c1C	4%	0%
Cc1c(C)[n+](=O)c(-c2ccc(Br)cc2)c(C)n1[O-]	-10%	-8%
CCCn1nc(C(=O)N2CCN(c3ccccc3)CC2)c2ccccc2c1=O	-3%	-3%
CCn1c(=O)cc(OCC(=O)Nc2ccc(C)c(F)c2)c2ccccc21	1%	-4%
Cc1ccc(Oc2nc(-c3cccnc3)nc3ccccc23)cc1	-4%	3%
CCCOC(=O)c1c(NC(=O)c2cc3ccccc3c(=O)o2)sc2c1CCC(C)C2 (stereo not drawn)	-26%	2%
CCC(C)NC(=O)c1ccccc1NS(=O)(=O)c1c(F)cccc1F (stereo not drawn)	7%	0%
CC(C)Cc1nc2cccnc2n1C1CCN(S(=O)(=O)c2ccc3c(c2)CCCC3)CC1	79µM*	-14%
Cc1ccc(CNCC2CN(C)CCO2)o1 (stereo not drawn)	3%	21%
O=C(O)c1cc2cccc(Cl)c2[nH]1	-5%	4%
SMILES	UDG counterscr	AID inh
CCc1ccc(OCC(=O)NCC(c2ccc(Cl)cc2)N2CCOCC2)cc1 (stereo not drawn)	-14%	?
CCOc1ccccc1NC(=O)Cn1c(=O)n(-c2ccc(F)cc2)c(=O)c2sc3ccccc3c21	-6%	1%
COc1ccccc1Nc1nc2nccc(-c3cccnc3)c2c(=O)[nH]1	-1%	-20%
CCN(Cc1ccccc1)Cc1c(O)ccc2c(=O)c(-c3ccc(Cl)cc3Cl)coc12	0%	21%
COc1ccc(C(C)=O)cc1COC(=O)c1ccc(C#N)cc1	-1%	-2%
COc1ccc2nc(Nc3nc(C)c(CCC(C)C)c(=O)[nH]3)nc(C)c2c1	3%	-7%
O=C(NCC(c1ccco1)N1CCOCC1)c1cc(=O)c2cc(Cl)ccc2o1 (stereo not drawn)	-9%	-14%
Cc1ccn2c(=O)cc(COc3ccc(NC(=O)C(C)(C)C)cc3)nc2c1	0%	3%
CCOC(=O)c1ccc(NC(=O)c2oc3c(c2C)-c2nn(Cc4ccccc4Cl)cc2CC3)cc1	?	?
CCCN(C(=O)c1cc2c(=O)oc3ccccc3c2s1)c1ccccc1C	-4%	-18%
O=C(CCCCCn1c(=O)[nH]c2ccccc2c1=O)N1CCN(c2cccc(C(F)(F)F)c2)CC1	-24%	-2%
O=C(Nc1ccccc1Br)c1cnn2c(C(F)F)cc(C3CC3)nc12	1%	-2%
COc1ccc(Cc2nnc(SCc3nc4ccccc4c(=O)[nH]3)n2CC(C)C)cc1	5%	3%
Cc1ccc(CSc2nnnn2-c2c(C)n(C)n(-c3ccccc3)c2=O)cc1	0%	-5%
CCOc1ccc(S(=O)(=O)N(CC(=O)Nc2cccc(OC)c2)c2ccccc2)cc1	-4%	5%
COc1ccc(-c2nc(SC(C)C(=O)NC3CC3)n[nH]2)c(OC)c1 (stereo not drawn)	-4%	-6%
NNC(=O)c1ccc([N+](=O)[O-])cc1	-5%	6%
CCOC(=O)c1cc2cc(Oc3ccccc3)ccc2n1C	-13%	-24%
CC(C)C(NC(=O)c1ccc(Cl)cc1)C(C)C	1%	-5%
COc1ccc(CNc2nc(-c3ccc(Cl)cc3)nn2C(=O)c2ccccc2)cc1	-4%	-8%
Cc1ccc2c(COC(=O)c3n[nH]c4ccccc34)cc(=O)oc2c1C	5%	0%
CCn1nc(C)c2c(-c3ccccc3)cc(=O)n(C(C)C(=O)NCCc3ccc(Cl)cc3)c21 (stereo not drawn)	0%	?
Cc1cc2oc(=O)cc(CN3CCc4ccccc43)c2cc1C	-8%	-14%
COc1ccc2cnn(CC(=O)Nc3cccc(Br)c3)c(=O)c2c1OC	0%	4%
CCOc1cccc2sc(N(Cc3cccnc3)C(=O)C3=COCCO3)nc12	3%	-13%
SMILES	UDG counterscr	AID inh
CCOC(=O)c1sc(Nc2ccccc2C)nc1C	-2%	-7%
Cc1ccc(-c2cc(C(=O)N3CCN(c4cccc(C(F)(F)F)c4)CC3)c3ccccc3n2)s1	-21%	-17%
CCCCN(CC)CCNC(=O)c1cn(C)c(=O)c2c1c1ccccc1n2C	-13%	11%
CC(C)CC1=NN(C(=O)CSCc2ccccc2Cl)C(O)(C(F)(F)F)C1 (stereo not drawn)	0%	-12%
CC(C)(C)OC(=O)N1CCC(c2nnc(SCc3cccc(Cl)c3)o2)CC1	-21%	?
O=C(Cc1cc(Cl)c2c(c1)OCCCO2)NC1CCN(CC(F)F)CC1	-8%	-17%
CCC(NC(=O)Cn1c(=O)c2c(ncn2C)n(C)c1=O)c1ccc(Cl)cc1 (stereo not drawn)	-12%	-5%
O=C1/C(=C/c2ccc(Cl)c(Cl)c2)C(c2ccccc2)Oc2ccccc21 (stereo not drawn)	-10%	-14%
Cc1ccc(Cl)cc1N1CCN(C(=O)c2ccc3c(c2)CCN3S(=O)(=O)c2ccccc2)CC1	4%	?
CCn1c(CN2CCC(C)CC2)nc2cc(NC(=O)c3ccc([N+](=O)[O-])cc3)ccc21	-3%	4%
CCc1ccc(CNC(=O)c2cnccn2)s1	0%	-1%
CCN(CC)c1ccc(NC(=O)Cn2nc3c(cc2=O)CCCC3)c(C)c1	-9%	4%
CCOC(=O)c1ccc(-n2c(CCC(=O)O)ccc2-c2ccccc2)cc1	-8%	-3%
COc1ccc(OCc2nnc(SCC(=O)N3CCc4ccccc4C3)n2C)cc1	-9%	-6%
CCCCSc1nc(-c2cccc(OC)c2)nc2c1Cc1c(CO)cnc(C)c1O2	-10%	31%[activator]
CNC(=O)c1ccc(CN(C)C(=O)C2CCN(C(=O)/C=C/c3ccccc3)CC2)cc1	-1%	0%
CNC(=O)NC(=O)C(C)Sc1ccccc1Cl (stereo not drawn)	-4%	-3%
O=C(CC1CC2CCC1C2)NCc1ccccn1 (stereo not drawn)	-6%	-12%
c1ccc(-c2nc3ccccc3s2)cc1	4%	-5%
CCOC(=O)c1c(C)[nH]c(C)c1S(=O)(=O)N(C)CC(=O)N1CCN(c2cccc(Cl)c2)CC1	-7%	0%
N#Cc1ccc(/C=C(/CC(=O)O)c2nc3ccccc3o2)cc1	7%	-6%
Cc1cccc(N2CCN(CCNC(=O)Nc3ccc(Cl)cc3)CC2)c1C	-10%	?
COc1ccc(C(=O)NC2CCCNC2=O)cc1S(=O)(=O)N(C)C (stereo not drawn)	4%	10%
CC(C)Sc1nc2c(c(=O)n(C)c(=O)n2C)n1Cc1cccc2ccccc12	-6%	?
Cc1noc(CS(=O)(=O)Cc2ccccc2C)n1	-9%	-11%

Rewritten comma-delimited: five of the compounds above.
Compound,UDG counterscr,AID inh
Cc1cc2oc(=O)cc(CN3CCc4ccccc43)c2cc1C,-8%,-14%
Cc1ccc(-c2cc(C(=O)N3CCN(c4cccc(C(F)(F)F)c4)CC3)c3ccccc3n2)s1,-21%,-17%
CNC(=O)c1ccc(CN(C)C(=O)C2CCN(C(=O)/C=C/c3ccccc3)CC2)cc1,-1%,0%
CCC(C)NC(=O)c1ccccc1NS(=O)(=O)c1c(F)cccc1F (stereo not drawn),7%,0%
COc1ccc(Cc2nnc(SCc3nc4ccccc4c(=O)[nH]3)n2CC(C)C)cc1,5%,3%

Further compounds.
SMILES	UDG counterscr	AID inh
Cn1cc(S(=O)(=O)N2CCCCC2)cc1C(=O)NCc1ccc(Cl)cc1	-1%	5%
C=C(C)Cn1c(SCc2ccc3ccccc3c2)nc2c1c(=O)[nH]c(=O)n2C	-1%	?
O=C(Cc1ccccc1)NNC(=S)NCc1ccccc1	3%	4%
COC(=O)c1ccc(OC(=O)c2cccs2)c(OC)c1	2%	-5%
CSc1ccc(CNC(=O)c2ccc(NC(=O)c3nsc4ccccc34)cc2)cc1	8%	1%
COc1ccc(S(=O)(=O)Nc2cc3c(cc2NCc2ccccc2)n(C)c(=O)n3C)cc1	?	26%
N#CC1(C(=O)Nc2cnc3ccccc3c2)CCCC1	-6%	-1%
COc1ccc(-c2cc3ccc(OCC(=O)OC(C)(C)C)cc3oc2=O)cc1	-1%	-1%
O=C(COc1ccccc1)Nc1cccc2cccnc12	6%	1%
C=Cn1cnc2ccccc21	7%	5%
Cn1c(=O)oc2cc(S(=O)(=O)NC(CC(=O)O)c3cccc(Br)c3)ccc21 (stereo not drawn)	13%	12%
O=C(CCCl)Nc1ccc2c(c1)CCC2	15%	9%
CCOc1ccc(C(=O)Nc2cc3c(cc2N2CCCC2)n(C)c(=O)c(=O)n3C)cc1OCC	4%	i
CC1(C)CC(=O)C2=C(C1)OC(N)=C(C#N)C2c1ccncc1 (stereo not drawn)	-6%	0%
COC(=O)CC1Oc2ccc(Cl)cc2-n2cc(-c3ccc(F)cc3)nc21 (stereo not drawn)	-14%	-5%

Gathered by group: those above containing two or more sulfur atoms.
SMILES	UDG counterscr	AID inh
COc1ccccc1NC(=O)CSc1oc(-c2ccco2)nc1S(=O)(=O)c1ccc(Br)cc1	-9%	19%
Cc1nc2sccn2c(=O)c1S(=O)(=O)Nc1ccc(N2CCN(C)CC2)cc1	-9%	17%
CSc1ccc(CNC(=O)c2ccc(NC(=O)c3nsc4ccccc34)cc2)cc1	8%	1%

Single records (already shown). Order of values: UDG counterscr | AID inh
Profile of Cn1cc(S(=O)(=O)N2CCCCC2)cc1C(=O)NCc1ccc(Cl)cc1 = -1% | 5%
Profile of CCOc1ccc(C(=O)Nc2cc3c(cc2N2CCCC2)n(C)c(=O)c(=O)n3C)cc1OCC = 4% | i

Assay outcomes deposited in PubChem BioAssay by National Center for Advancing Translational Sciences (NCATS).
